# High-throughput results (PubChem)
# TAG inh: triacylglycerol accumulation inhibition; H9c2 cells, Nile Red lipid (TAG) fluorescence; cells loaded with 200 µM oleic acid; 0.66% of 230,000 active; inhibition, % at 12.5 µM;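 active = pattern-corrected inhibition of lipid staining of at least 50% with the nuclear-stain viability signal not falling by more than 50%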;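 also: 0% = DMSO wells and 100% = triacsin C control wells; some results filed as inactive read as strong as hits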
# TAG inh DAPI viability: also measured in TAG inh; calls as there; DAPI nuclei signal change (viability), lower = more cytotoxic, %;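 whole-well DAPI fluorescence read on a plate reader as a viability signal; minus 50 percent equals half of cells still viable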
# The depositor's hits bear a star. These rows are one share of the data (hit frequency here may not be typical).
SMILES,TAG inh,TAG inh DAPI viability
Cc1cccc(NC(=S)N(CCN2CCOCC2)Cc2cc3cc4c(cc3[nH]c2=O)OCO4)c1,4,8
CN(C)c1ccc2cc(S(=O)(=O)O)cc(O)c2c1,-4,-1
C[C@H](CO)N1C[C@H](C)[C@@H](CN(C)Cc2ccc(-c3ccccc3)cc2)Oc2c(NS(=O)(=O)c3cn(C)cn3)cccc2C1=O,13,-3
CCCOc1ccc(N2C(=O)CC(NCc3cccnc3)C2=O)cc1 (stereo unspecified),-2,10
CCOc1ccc(-n2c(SCC(N)=O)nc3sc4c(c3c2=O)CCN(C)C4)cc1,-1,3
Cc1noc(C)c1S(=O)(=O)N(C)C[C@H]1OCCCC[C@@H](C)Oc2ccc(NC(=O)CCCN(C)C)cc2C(=O)N([C@H](C)CO)C[C@@H]1C,-7,-2
CCCC(=O)N1CCCC(c2cc(C(=O)Nc3ccc4c(c3)OCO4)no2)C1 (stereo unspecified),-5,-1
COc1ccc(-c2cc(C(F)(F)F)nc(NCc3ccco3)n2)cc1OC,-74,17
COc1cc2ncc(S(=O)(=O)c3ccccc3)c(N3CCCC(C)C3)c2cc1OC (stereo unspecified),9,-13
COc1ccc(OC)c(/C=C/C(=O)OCC(=O)Nc2ccc(Cl)c(S(=O)(=O)N(C)C)c2)c1,8,-2
Cc1cnc(C(=O)OC(C)C(=O)c2c(C)[nH]c3ccccc23)cn1 (stereo unspecified),2,6
Cc1nnc2sc(-c3ccc(-c4ccc(Cl)c(C(F)(F)F)c4)o3)nn12,16,30
COC(=O)c1sccc1NC(=O)CC1C(=O)NCCN1C(=O)Nc1ccccc1 (stereo unspecified),5,6
COc1ccccc1C(=O)Nc1nnc([C@@H]2C[C@H](O)[C@@H](CO)O2)s1,10,-5
COc1ccc(-c2sc3ccc(N4CCOCC4)cc3c2C#CCCO)cc1,51*,59*
O=C(NCc1cccs1)C(=O)c1cn(CC(=O)N2CCOCC2)c2ccccc12,6,6
O=C(Cn1cc([N+](=O)[O-])cn1)NCC1CCCO1 (stereo unspecified),-2,-6
CCN1CCc2nc(NC(=O)c3ccc4c(c3)OCCO4)sc2C1,7,1
Cc1cc(C)n2nc(SCc3ncc(-c4ccccc4)o3)nc2n1,-9,-1
Cc1nn2c(NCCN(C)C)c3c(nc2c1-c1ccccc1)CCCC3,33,0
CC(C)(CNC(=O)c1ccc([N+](=O)[O-])c(Cl)c1)CNC(=O)c1ccc([N+](=O)[O-])c(Cl)c1,9,-1
Cc1oc(S(=O)(=O)N2CCOCC2)cc1C(=O)Nc1ccc(F)cc1,6,-6
CC(CSc1nc2ccccc2s1)Cn1c(N2CCCC2)nc2c1c(=O)[nH]c(=O)n2C (stereo unspecified),12,-2
CCCCC(CC)CN1CN(CC(CC)CCCC)CC(C)(N)C1 (stereo unspecified),-20,7
Cc1sc2nc(CSCC(=O)N3CC(C)OC(C)C3)[nH]c(=O)c2c1C (stereo unspecified),2,-1
C[C@@H]1CN([C@@H](C)CO)C(=O)CCCn2cc(nn2)CO[C@H]1CN(C)S(=O)(=O)c1cccc(F)c1,7,2
O=C(Nc1nc2ccccc2s1)c1ccc(Cl)s1,-10,12
COC(=O)c1ccc(CNC(=O)Cn2cnc3c(SC)nc(N)nc32)cc1,-7,0
CN1Cc2c(N3CCOCC3)nc3sc(C(=O)c4ccccc4)c(N)c3c2CC1(C)C,33,-1
COc1ccc(C(=O)NC2CCN(S(=O)(=O)c3ccccc3)CC2)cc1,-10,2
COc1cc(C(F)(F)F)c(C(=O)N(C)Cc2ccc(Cl)c(Cl)c2)cn1,-1,0
CC(=O)N1CCc2cc(S(=O)(=O)Nc3ccccc3N3CCN(C)CC3)ccc21,7,9
COc1ccc(N2CC(C(=O)N3CCCC(C)C3)CC2=O)cc1 (stereo unspecified),10,-7
CC(=O)N1CCN(C(=S)Nc2cc(S(=O)(=O)N3CCOCC3)ccc2Cl)CC1,19,-18
CCOC(=O)c1c(NC(=O)COC(=O)c2nccnc2N)sc(C(=O)N(C)C)c1C,6,-1
CCOC(=O)c1c(NC(=O)C[n+]2ccccc2)sc2c1CCCC2,-4,19
COc1cc2c(cc1OC)C(C)N(C(=O)c1cc3c(=O)oc4ccc(C)cc4c3s1)CC2 (stereo unspecified),-5,5
Cc1ccc(-c2csc(NC(=O)C3=NN(c4ccccc4)C(=O)CC3)n2)cc1,3,7
O=C(c1ccccc1)C(c1ccccc1)c1ccccc1,-24,7
S=c1nc(-c2ccccc2)oc2c1CCCC2,8,-3
O=C(OC(C(=O)NC1CCCC1)c1ccccn1)c1cccs1 (stereo unspecified),-24,1
CCC(C)(C)n1nnnc1CN(Cc1ccc(Cl)cc1)Cc1ccco1,-19,6
Cc1cc(C(=O)OCC(=O)Nc2ccccc2Cl)c(C)o1,25,-8
CCCCC(CC)C(=O)NCCCN1CCN(CCCNC(=O)C(CC)CCCC)CC1 (stereo unspecified),-5,-4
Cc1ccc(NC(=O)CNC(=O)c2ccc(C)s2)nc1,3,-2
O=C1CN(C(=O)COC(=O)c2ccccc2O)c2ccccc2N1,6,11
O=C(c1cc(COc2c(F)cccc2F)on1)N1CCC(c2ccccc2F)C1 (stereo unspecified),3,-3
CCC(C)NC(=O)c1cc(-c2ccccc2O)on1 (stereo unspecified),2,13
CC1(C)CC(=O)c2c(Cc3ccccc3)noc2C1,-4,-4
CCN(CC)Cc1c(O)ccc2c(=O)c(-c3ccccc3)coc12,3,-5
COc1ccccc1C(=O)COC(=O)c1ccc(N(C)C)cc1,-44,-9
CC(C)(C)N1NC(=O)Nc2ccccc2C1=O,-9,10
CCn1c(=S)[nH]c2nc3c(cc2c1=O)CCCC3,-10,-5
CCCCn1c(N)c(N(CC)C(=O)CSc2nnc(-c3ccco3)n2CC)c(=O)[nH]c1=O,-7,2
Cc1ccc(-n2nc(C)c(/C=N/NC(=O)c3cccnc3)c2Cl)cc1,3,-5
O=c1sc2ccccc2c(N2CCOCC2)c1[N+](=O)[O-],12,-7
Cc1cccc(NC(=O)c2ccc(Cl)nc2)n1,18,-5
Cc1cc(C(O)c2ncc(-c3ccccc3Cl)[nH]2)ccc1F (stereo unspecified),-21,11
O=C(CNCc1ccccc1Cl)Nc1cc(S(=O)(=O)N2CCOCC2)ccc1Cl,-4,2
Clc1nnc2c3ccccc3ccn12,3,1
# More results:
SMILES,TAG inh,TAG inh DAPI viability
N#CCCCN1C(=O)C(O)(CC(=O)c2ccc3c(c2)OCCO3)c2ccccc21 (stereo unspecified),-9,6
N#Cc1cc([N+](=O)[O-])cnc1NCC(O)CO (stereo unspecified),-3,-4
COC(=O)C1=CN(C(C)C)C=C(C(=O)OC)C1c1cccc(OC)c1,-11,39
O=S(=O)(/C(=C\c1ccc(C(F)(F)F)cc1)c1nc2ccccc2[nH]1)c1ccccc1,74,-66
Cc1nccn1CCCNC(=O)CC1C(=O)NCCN1Cc1ccc(F)cc1Cl (stereo unspecified),-20,9
C1CCN(C2CCN(c3nc4nonc4nc3N3CCSCC3)CC2)C1,-10,-1
COc1cc2c(cc1NCc1ccc3c(c1)OCO3)oc1ccccc12,-15,4
Cn1c(=O)oc2cc(S(=O)(=O)NCc3ccc(C(=O)O)cc3)ccc21,0,-8
COc1ccc(-c2nc(SCC(=O)NC3CCCCC3)n[nH]2)cc1,6,10
CCCS(=O)(=O)N1CCCC(C(=O)NCc2ccco2)C1 (stereo unspecified),5,-5
C[C@@H]1CN([C@H](C)CO)C(=O)c2cccc(NS(=O)(=O)c3cccs3)c2O[C@H]1CN(C)Cc1ccccc1,5,-5
CCOC(=O)c1c(C)[nH]c(C)c1C(=O)COC(=O)c1ccc(Cl)c(S(N)(=O)=O)c1,3,7
COc1ccc(N(CC(=O)NCc2ccccc2)C(=O)CCC(=O)Nc2cc(C)ccn2)c(OC)c1,14,-7
COC(C[C@@H](O)CC(=O)COCc1ccccc1)OC,7,-1
Cc1ccc(NC(=O)C(C)OC(=O)CCC2CCCCC2)cc1 (stereo unspecified),12,-11

# 18 entries from above, set out differently:
Compound	TAG inh	TAG inh DAPI viability
Cc1ccc(-n2nc(C)c(/C=N/NC(=O)c3cccnc3)c2Cl)cc1	3	-5
O=c1sc2ccccc2c(N2CCOCC2)c1[N+](=O)[O-]	12	-7
Cc1cccc(NC(=O)c2ccc(Cl)nc2)n1	18	-5
Cc1cc(C(O)c2ncc(-c3ccccc3Cl)[nH]2)ccc1F (stereo unspecified)	-21	11
O=C(CNCc1ccccc1Cl)Nc1cc(S(=O)(=O)N2CCOCC2)ccc1Cl	-4	2
Clc1nnc2c3ccccc3ccn12	3	1
N#CCCCN1C(=O)C(O)(CC(=O)c2ccc3c(c2)OCCO3)c2ccccc21 (stereo unspecified)	-9	6
N#Cc1cc([N+](=O)[O-])cnc1NCC(O)CO (stereo unspecified)	-3	-4
COC(=O)C1=CN(C(C)C)C=C(C(=O)OC)C1c1cccc(OC)c1	-11	39
O=S(=O)(/C(=C\c1ccc(C(F)(F)F)cc1)c1nc2ccccc2[nH]1)c1ccccc1	74	-66
Cc1nccn1CCCNC(=O)CC1C(=O)NCCN1Cc1ccc(F)cc1Cl (stereo unspecified)	-20	9
C1CCN(C2CCN(c3nc4nonc4nc3N3CCSCC3)CC2)C1	-10	-1
COc1cc2c(cc1NCc1ccc3c(c1)OCO3)oc1ccccc12	-15	4
Cn1c(=O)oc2cc(S(=O)(=O)NCc3ccc(C(=O)O)cc3)ccc21	0	-8
COc1ccc(-c2nc(SCC(=O)NC3CCCCC3)n[nH]2)cc1	6	10
CCCS(=O)(=O)N1CCCC(C(=O)NCc2ccco2)C1 (stereo unspecified)	5	-5
C[C@@H]1CN([C@H](C)CO)C(=O)c2cccc(NS(=O)(=O)c3cccs3)c2O[C@H]1CN(C)Cc1ccccc1	5	-5
CCOC(=O)c1c(C)[nH]c(C)c1C(=O)COC(=O)c1ccc(Cl)c(S(N)(=O)=O)c1	3	7

# Further entries.
SMILES,TAG inh,TAG inh DAPI viability
Cc1nn2c(-c3ccccc3)nnc2c2ccccc12,15,-5
Cc1nc(CCNC(=O)CC2C(=O)NCCN2Cc2ccoc2)nc2c1CCCC2 (stereo unspecified),-2,7
CC(C)[C@H](NC(=O)c1ccccc1F)C(=O)Nc1cccc(S(=O)(=O)N2CCOCC2)c1,0,-7
CC(=O)c1c(N)[nH]c(-c2ccccc2)nc1=S,-5,-5
CCOC(=O)Nc1ccc2c(CN3CCN(S(=O)(=O)c4ccccc4)CC3)cc(=O)oc2c1,36,-6
COCOCCn1cc(CN2CCS(=O)(=O)N(Cc3ccc(-c4ccc(Cl)c(Cl)c4)cc3)C(C)C2=O)nn1 (stereo unspecified),3,-10
CCCNC(=O)CSc1nnc(-c2ccco2)n1C,12,9
Clc1ccc(OCCSCc2nc3ccccc3[nH]2)cc1,-1,6
Cc1cccc(-c2ncc(CN3CCCC(CO)(Cc4ccccc4C)C3)cn2)c1 (stereo unspecified),-2,10
Cc1ccc(CCNC(=O)CCS(=O)(=O)c2cc3c(cc2C)NC(=O)CO3)cc1,-3,-5
COc1ccc(OC)c(NC(=O)Cc2ccc(NC3=NC4CS(=O)(=O)CC4S3)cc2)c1 (stereo unspecified),15,-2
FC(F)(F)c1cc(CO[C@@H]2CCCN[C@@H]2c2ccccc2)cc(C(F)(F)F)c1,3,-7
COC(=O)c1sc(NC(=O)CSc2nnnn2-c2cccc(OC)c2)nc1C,-13,1
Cc1nc2cc(NC(=O)CCS(=O)(=O)c3ccccc3)ccc2s1,9,-13
CCc1ccc(N2CC(C(=O)NC3=NCCS3)CC2=O)cc1 (stereo unspecified),-35,-2
COC(=O)[C@]1(C)N[C@H](CN(C)C(C)=O)[C@@H]2C(=O)N(C)C(=O)[C@@H]21,-4,11
O=C(O)c1cc(-c2cccnc2)nn1-c1ccccn1,11,-3
Cc1cc(C)n(CC(=O)N2CCCC(N3CCN(c4cccc(C(F)(F)F)c4)CC3)C2)n1 (stereo unspecified),6,-2
COc1ccccc1NS(=O)(=O)c1cc2c(cc1C)NC(=O)CO2,-7,1
CC1(C(=O)NS(=O)(=O)c2ccc(Br)cc2)CCN1C(=O)Cc1ccsc1 (stereo unspecified),14,-8
O=C(Cn1cnc2cc([N+](=O)[O-])ccc2c1=O)NCCc1ccc(F)cc1,62,-58
CC1CN(C(=O)c2cc([N+](=O)[O-])cc([N+](=O)[O-])c2)CC(C)O1 (stereo unspecified),-4,-9
COc1cc(C)ccc1OCc1cc(C(=O)N2CCCCCCC2)no1,7,-9
Cc1nc2ccc(S(=O)(=O)NCC(=O)N(C)Cc3ccccc3)cc2s1,-8,4
O=C(COC(=O)c1ccccc1F)Nc1cc(S(=O)(=O)N2CCOCC2)ccc1N1CCCC1,-1,3
CCC(c1ccccc1)C(CC)c1cc(O)c(O)c(O)c1 (stereo unspecified),14,6
c1ccc(CCCNCC2COc3ccccc3O2)cc1 (stereo unspecified),-21,15
COCCNC(=O)CSc1nc2ccccc2c(=O)n1CC1CCCO1 (stereo unspecified),-7,9
O=C(COC(=O)C1(c2ccc(F)cc2)CCCC1)N1CCN(C(=O)c2ccco2)CC1,-4,-5
COc1ccc(-c2nnn(CC(=O)NC(=O)NC3CCCCC3)n2)cc1OC,0,1
CCOc1ccc(C(=O)NCC(=O)OCCCC(=O)c2ccc(F)cc2)cc1OCC,7,2
O=C(COc1ncnc2sccc12)Nc1cccc(S(=O)(=O)N2CCOCC2)c1,14,-3
COc1ccc(S(=O)(=O)N2CCCOC2CNC(=O)C(=O)NCc2ccccc2C)cc1 (stereo unspecified),23,3
CC(C)(Oc1ccc(Cl)cc1)C(=O)NC1CC1,-4,3
CCOC(=O)/C(=C/C=C1\Sc2cc(C)c(C)cc2N1CC)C(C)=O,-69,9
O=C(CSc1n[nH]c(-c2ccccc2O)n1)N1CCCc2ccccc21,-5,15
Cc1ccc2nc(NC(=O)CN3C(=O)NC4(CCCCC4)C3=O)sc2c1,2,-1
Cc1cc(Br)cc(Br)c1OCC(=O)NNC(=O)CCC(=O)NCc1ccccc1,15,-5
Cc1ccccc1C(=O)NNC(=O)/C=C\C(=O)O,-8,10
CCOC(=O)C(NCc1ccccn1)(NC(=O)c1cccnc1)C(F)(F)F (stereo unspecified),6,0
